# b-catenin transl: modulators of beta-catenin nuclear translocation, primary screen, imaging, HeLa cells, immunofluorescence, high-content; nuclear translocation activity, % at 5 µM; 0.3% of 190,000 active; AID 1665, 2009;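 active means nuclear translocation activity above 50% at 5 µM, with a well cell count of 50 or more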;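 further: per-cell ratio of nuclear to cytoplasmic median beta-catenin stain intensity; plate controls were DMSO negative control for no effect and GSK-3 inhibitor IX positive control for full effect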
#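 System: Human HeLa cells, endogenous beta-catenin | Compound dosing: 5 µM primary, 0.02–20 µM confirmation | Timing: 24 h compound exposure at 37°C, 5% CO2 | Measured by: Fluorescence imaging of beta-catenin antibody stain plus DAPI | Read-out basis: % activation of per-cell nuclear versus cytoplasmic median beta-catenin signal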
# MT stabilize HCS: microtubule stabilizers in HeLa cells, primary screen, imaging, high-content imaging | HeLa tubulin immunostaining HCS, 24 h; share of cells brighter than vehicle mean+2SD | % tubulin-high responders, % at 10 µM | 0.83% of 200,000 active | AID 2205, 2009;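 active means plate Z-score above 3 for both tubulin-high and condensed-nucleus cell shares, with cell loss under 80%, at 10 µM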;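 further: anti alpha tubulin signal scored within the nucleus-defined area of each cell; some results filed as inactive read as strong as hits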
# Hep lipid drop: inhibitors of hepatocyte lipid droplet formation, primary screen, imaging, high-throughput imaging, BODIPY stain. AML12 mouse hepatocytes, oleate lipid droplets. inhibition, % at 6.5 µM. AID 1656, 2009. 0.4% of 240,000 active;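 active means lipid droplet intensity inhibited by at least 50%, with more than 500 cells counted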
#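 Technique: fluorescence imaging, 20x objective, two fields per well / Assay system: AML12 hepatocytes (mouse) / Measure: % inhibition of lipid droplet signal / Doses: 6.5 µM single-point dosing / Incubation: overnight exposure / Reagent: 100 µM oleic acid challenge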
# Myeloid diff MLP: induction of myeloid progenitor differentiation, primary screen, cell-based, flow cytometry, MLPCN library | ER-HoxA9 myeloid progenitors, lysozyme-GFP differentiation | calls only at 10 µM | 1% of 360,000 active | AID 624256, 2012;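 active means normalized GFP-positive differentiation at or above the plate's own cutoff, the solvent-only control mean plus 3 SD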;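 further: cells exposed to compound for four days before flow analysis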
# TNAP activators: human TNAP enzyme activators, primary screen, biochemical, luminescent, no phosphate acceptor, uHTS (AID 1001); Alkaline phosphatase, tissue-nonspecific isozyme (Homo sapiens); purified TNAP, luminescent activation assay, no phosphate acceptor; higher activation fold means a stronger effect; activation fold at 20 µM, or EC50 in µM where a hit was titrated; 0.03% of 200,000 active; in the data active means activation fold from about 3, or a potency from the dose series; inactive means the rest, 99 in 100 with activation fold below about 1.6; further: many of its hits are not listed in these tables
# human PMI inhibition: inhibitors of human PMI, primary screen, biochemical, fluorescence intensity, coupled assay (AID 1209); Mannose-6-phosphate isomerase (Homo sapiens); purified PMI enzyme, coupled fluorescence intensity; higher % means a stronger effect; 0.42% of 190,000 active; inhibition, % at 20 µM; hits with a dose series show IC50 in µM; in the data active means inhibition above about 50%;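 further: plate controls were DMSO vehicle for no effect and wells lacking substrate for full effect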
# T cell modulator: modulators of CD8 T cell-vesicle binding, primary screen, mouse 2C CD8+ T cells, flow cytometry; 2C CD8+ T cell-vesicle binding; active compounds read low; calls only at 7 µM; 0.068% of 330,000 active;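 active means response, share of CD8 T cells binding vesicles, and their 90th percentile fluorescence all below set limits, cut at about 80% in these data, passing the limit was not always enough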
#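 material = purified 2C TCR transgenic mouse naive CD8+ T cells | controls = Unloaded micro-vesicles (low), QL9 vesicles with 0.7% DMSO (high) | detection = cytometric PE anti-B7-1 and Alexa647 anti-CD8 signals after 1% paraformaldehyde fixation | incubation = binding step 1.5 h, 37 °C, antibody labelling 20 min, ice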
# Insulin prom up: insulin promoter activators in MIN6 cells, imaging, high-content screening, mouse beta cells; MIN6 insulin promoter-GFP reporter; active compounds read high; z-score at 5 µM; 0.3% of 190,000 active;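 active means z-score above 3 at 5 µM with at least 500 cells counted in the well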
# Dynein transport: inhibitors of GR-EGFP nuclear translocation, primary screen, dynein cargo transport inhibitor project, imaging, high-content, 3617.4 mouse cells. AID 1381, 2008. test concentration mostly 20 µM; stimulated with dexamethasone, 1 µM; active compounds read low. z-score, hits read low. 0.47% of 220,000 active;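 active means plate z-score of nuclear minus cytoplasmic receptor signal below a set negative limit, without overly bright fluorescence or cell loss, cut at about -3.5 in these data, passing the limit was not always enough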;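 further: z-score of nuclear minus cytoplasmic ring GR-EGFP intensity difference per well; some compounds called inactive have numbers as strong as hits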
#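 Also added – dexamethasone, 1.0 µM final · Buffer or medium – tet-free, stripped-serum medium · Schedule – induction 48 h, compound 1 h, agonist 30 min · Detection – formaldehyde fixation, Hoechst nuclear stain, 10x automated fluorescence imaging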
# Dynein transport cytoplasmic EGFP: recorded beside Dynein transport, whose call it bears; z-score; measured here: cytoplasmic GR-EGFP intensity; active compounds read high
# Dynein transport nuclear GR-EGFP: also measured in Dynein transport; calls as there; z-score; measured here: nuclear GR-EGFP intensity;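 lower value marks the stronger effect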
# Dynein transport cell count: second read-out of Dynein transport, no call of its own (marks repeat the call); z-score; measured here: cell count per field
# Insulin prom up cell count: second read-out of Insulin prom up, no call of its own (marks repeat the call); cell count; measured here: cytotoxicity, nuclei count;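 total cells summed across four imaged fields per well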
# Hep lipid drop cells 6.5 µM: recorded beside Hep lipid drop, whose call it bears; cell count; measured here: cell count, cytotoxicity flag;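 cells counted across two imaged fields per well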
# b-catenin transl cell count 5 µM: also measured in b-catenin transl; calls as there; cell count; measured here: cell count, cytotoxicity flag
# T cell modulator vesicle-bound %: also measured in T cell modulator; calls as there; double positive events, %; measured here: CD8+ vesicle-bound cell fraction;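 binding gate set so that unloaded-vesicle control wells show 10% double positive cells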
# MT stabilize HCS Hoechst-high %: second read-out of MT stabilize HCS, no call of its own (marks repeat the call); % Hoechst-high responders; measured here: nuclear condensation Hoechst responders;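 share of cells brighter than vehicle mean plus two SD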
# MT stabilize HCS cytotoxicity %: recorded beside MT stabilize HCS, whose call it bears; toxicity, %; measured here: cytotoxicity by cell density;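 0% = mean cell density of plate MIN control wells and 100% = no cells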
# Myeloid diff MLP GFP+ MAC1+ %: also measured in Myeloid diff MLP; calls as there; GFP+ MAC1+ double positive, %; measured here: differentiation confirmed by MAC1 staining
# The depositor's hits bear a star; i = inactive; . = not tested or not shown.
1) Cn1cnnc1SCCC(=O)Nc1ccc(Cl)cc1
2) COc1ccc(CNC(=O)C(C)N2C(=O)COc3ccc(C)cc32)c(OC)c1 (stereo not drawn)
3) CC(C)C(NC(=O)c1ccc(Cl)cc1)C(=O)O (stereo not drawn)
4) CCCCC(=O)NCCNc1nc2c(c(=O)n(C)c(=O)n2C)n1Cc1ccccc1
5) CCOC(=O)c1ccc(Nc2ccc([N+](=O)[O-])cn2)cc1
6) CCOC(=O)C(C)N1N=C(/C=C/c2ccc(C)cc2)CCC1=O (stereo not drawn)

entry no.	1	2	3	4	5	6
b-catenin transl	-1.2	0.5	.	.	0.2	1.1
b-catenin transl cell count 5 µM	1205	1281	.	.	1000	685
MT stabilize HCS	4.7	.	0.9	2.0	3.2	3.4
MT stabilize HCS Hoechst-high %	2.6	.	1.3	1.8	2.5	2.8
MT stabilize HCS cytotoxicity %	3.9	.	7.7	17	9.3	13
Hep lipid drop	12	-84	3	-1	-12	.
Hep lipid drop cells 6.5 µM	697	711	760	730	628	.
Myeloid diff MLP	i	i	i	i	i	i
Myeloid diff MLP GFP+ MAC1+ %	0.7	0.8	0.6	0.2	0.4	1.0
TNAP activators	1.1	.	1.1	1	0.9	1
human PMI inhibition	-7%	.	-7%	5%	5%	10%
T cell modulator	i	i	i	i	i	i
T cell modulator vesicle-bound %	57	27	24	11	33	61
Insulin prom up	-0.02	.	-0.91	-0.54	-0.47	0.42
Insulin prom up cell count	1249	.	949	1209	1273	1410
Dynein transport	0.24	-0.31	-0.065	0.77	1.8	0.37
Dynein transport cytoplasmic EGFP	-0.26	-0.22	-0.24	-0.24	-0.061	-0.22
Dynein transport nuclear GR-EGFP	0.45	0.69	0.058	0.53	1.2	0.46
Dynein transport cell count	0.12	-0.82	0.026	-1.2	-2.1	0.58

7) CC(C)Oc1ccc(C(=O)NC2CCS(=O)(=O)C2)cc1 (stereo not drawn)
8) NNc1nnnc2c1sc1nc(N3CCOCC3)c3c(c12)CCCC3
9) COc1ccc(/C=N/Nc2ccc(C(F)(F)F)cc2[N+](=O)[O-])cc1O
10) COC(=O)C1=C(C)N(C)C(=S)NC1c1c(OC)ccc2ccccc12 (stereo not drawn)
11) Cc1ccc(CNC(=O)CN2CCC(C(N)=O)CC2)cc1
12) COc1ccccc1N1CCN(C(CNS(=O)(=O)c2cccs2)c2cccnc2)CC1 (stereo not drawn)

entry no.	7	8	9	10	11	12
b-catenin transl	-0.2	-0.6	-0.4	0.0	.	-1.0
b-catenin transl cell count 5 µM	1048	1309	1011	832	.	1042
MT stabilize HCS	2.1	.	1.7	3.6	1.3	4.2
MT stabilize HCS Hoechst-high %	2.0	.	2.0	2.8	2.2	2.3
MT stabilize HCS cytotoxicity %	5.8	.	8.1	6.1	11	10
Hep lipid drop	13	-2	14	-6	.	-8
Hep lipid drop cells 6.5 µM	766	715	612	738	.	695
Myeloid diff MLP	i	.	i	i	i	i
Myeloid diff MLP GFP+ MAC1+ %	0.8	.	0.4	0.7	1.0	0.6
TNAP activators	1.1	.	0.9	1.1	1.1	1.1
human PMI inhibition	12%	.	-3%	-35%	0%	10%
T cell modulator	i	i	i	i	i	i
T cell modulator vesicle-bound %	35	31	5	28	41	35
Insulin prom up	0.37	.	-0.57	0.12	.	0.9
Insulin prom up cell count	1701	.	1323	1614	.	1878
Dynein transport	2	-1.1	-0.31	0.31	1.3	0.84
Dynein transport cytoplasmic EGFP	-0.029	-0.24	-0.23	0.16	-0.24	0.11
Dynein transport nuclear GR-EGFP	1.7	-0.12	-0.024	0.72	0.57	0.67
Dynein transport cell count	-2.6	0.78	0.21	-1	-0.017	-0.48

# Reprinted, compounds 8–12
8) NNc1nnnc2c1sc1nc(N3CCOCC3)c3c(c12)CCCC3
9) COc1ccc(/C=N/Nc2ccc(C(F)(F)F)cc2[N+](=O)[O-])cc1O
10) COC(=O)C1=C(C)N(C)C(=S)NC1c1c(OC)ccc2ccccc12 (stereo not drawn)
11) Cc1ccc(CNC(=O)CN2CCC(C(N)=O)CC2)cc1
12) COc1ccccc1N1CCN(C(CNS(=O)(=O)c2cccs2)c2cccnc2)CC1 (stereo not drawn)

entry no.	8	9	10	11	12
b-catenin transl	-0.6	-0.4	0.0	.	-1.0
b-catenin transl cell count 5 µM	1309	1011	832	.	1042
MT stabilize HCS	.	1.7	3.6	1.3	4.2
MT stabilize HCS Hoechst-high %	.	2.0	2.8	2.2	2.3
MT stabilize HCS cytotoxicity %	.	8.1	6.1	11	10
Hep lipid drop	-2	14	-6	.	-8
Hep lipid drop cells 6.5 µM	715	612	738	.	695
Myeloid diff MLP	.	i	i	i	i
Myeloid diff MLP GFP+ MAC1+ %	.	0.4	0.7	1.0	0.6
TNAP activators	.	0.9	1.1	1.1	1.1
human PMI inhibition	.	-3%	-35%	0%	10%
T cell modulator	i	i	i	i	i
T cell modulator vesicle-bound %	31	5	28	41	35
Insulin prom up	.	-0.57	0.12	.	0.9
Insulin prom up cell count	.	1323	1614	.	1878
Dynein transport	-1.1	-0.31	0.31	1.3	0.84
Dynein transport cytoplasmic EGFP	-0.24	-0.23	0.16	-0.24	0.11
Dynein transport nuclear GR-EGFP	-0.12	-0.024	0.72	0.57	0.67
Dynein transport cell count	0.78	0.21	-1	-0.017	-0.48

# (list continues)
13) C/C(Cc1ccccc1)=N\NC(=O)CNC(=O)c1ccc(Cl)cc1Cl
14) Nc1nncn1C(=O)c1cccs1
15) CCN(Cc1nc2cc(OC)c(OC)cc2c(=O)[nH]1)C(=O)c1ccc(S(=O)(=O)N(C)C)cc1
16) COc1ccc(OC)c(C(=O)NC(CC(N)=O)c2ccc(NCCN3CCOCC3)c([N+](=O)[O-])c2)c1 (stereo not drawn)
17) Cc1nc2cc(NC(=O)NCCC3=CCCCC3)ccc2o1
18) O=C(OCc1cc(=O)n2cc(Br)ccc2n1)C1COc2ccccc2O1 (stereo not drawn)

entry no.	13	14	15	16	17	18
b-catenin transl	0.3	-2.0	.	-1.4	.	-1.7
b-catenin transl cell count 5 µM	1338	854	.	1344	.	934
MT stabilize HCS	.	3.5	4.6	.	1.6	2.0
MT stabilize HCS Hoechst-high %	.	2.5	0.9	.	2.3	1.9
MT stabilize HCS cytotoxicity %	.	5.5	26	.	7.7	11
Hep lipid drop	-6	.	-7	3	2	.
Hep lipid drop cells 6.5 µM	762	.	698	626	709	.
Myeloid diff MLP	i	i	i	i	i	i
Myeloid diff MLP GFP+ MAC1+ %	0.5	0.3	0.0	1.3	0.5	1.2
TNAP activators	.	1	1.1	.	1.2	1
human PMI inhibition	.	-7%	7%	.	5%	-3%
T cell modulator	i	i	i	i	i	i
T cell modulator vesicle-bound %	21	38	57	39	25	47
Insulin prom up	0.12	-1.1	0.25	-0.11	-0.32	0.18
Insulin prom up cell count	1045	1264	1272	999	1270	1521
Dynein transport	1.8	-0.72	-1.2	0.07	-0.059	-0.36
Dynein transport cytoplasmic EGFP	-0.3	-0.37	-0.26	-0.69	-0.27	-0.21
Dynein transport nuclear GR-EGFP	0.42	-0.051	-0.78	-0.014	0.26	0.041
Dynein transport cell count	-0.077	0.89	0.32	-0.54	0.023	0.76

19) C/C(CC(=O)Nc1ccc(Cl)c(Cl)c1)=N\NC(N)=S
20) O=C1CSC(=S)N1c1cccnc1
21) Cc1ccc(NC(=O)c2ccccc2OCC(=O)c2ccc(F)cc2)cc1
22) CCOC(=O)N1CCC(=NNC(=O)c2ccccc2F)CC1
23) Nc1nc(CSc2ccc(Cl)cc2)nc(N2CCCCC2)n1
24) CNC(=O)c1ccccc1S(=O)c1ccccc1C#N (stereo not drawn)

entry no.	19	20	21	22	23	24
b-catenin transl	.	-0.4	-3.2	-0.6	0.4	1.2
b-catenin transl cell count 5 µM	.	1076	1028	923	1540	1361
MT stabilize HCS	1.9	3.4	2.1	2.0	0.7	2.1
MT stabilize HCS Hoechst-high %	2.3	2.3	2.6	1.3	1.3	1.9
MT stabilize HCS cytotoxicity %	8.8	1.0	7.9	3.1	0.4	8.1
Hep lipid drop	.	.	4	11	-5	.
Hep lipid drop cells 6.5 µM	.	.	688	570	697	.
Myeloid diff MLP	i	i	i	i	i	i
Myeloid diff MLP GFP+ MAC1+ %	0.9	7.3	0.0	0.7	0.9	1.4
TNAP activators	1	0.6	1.1	1	1	1.1
human PMI inhibition	-1%	-8%	-6%	5%	15%	0%
T cell modulator	i	i	i	i	i	i
T cell modulator vesicle-bound %	28	34	47	19	49	48
Insulin prom up	.	-1.7	0.13	.	-0.56	0.33
Insulin prom up cell count	.	1036	1348	.	1158	1518
Dynein transport	-0.17	-0.82	-0.3	0.69	0.48	-0.12
Dynein transport cytoplasmic EGFP	-0.2	-0.23	-0.19	-0.28	-0.28	-0.19
Dynein transport nuclear GR-EGFP	-0.68	-0.072	-0.18	0.27	0.18	-0.26
Dynein transport cell count	0.4	0.84	0.026	-0.083	-0.14	-0.26

# Assay outcomes from PubChem BioAssay.
